# LYPLA1 counter = LYPLA1 inhibitors, primary screen, counter-screen for PME1 inhibitor project, biochemical, fluorescence polarization, FP-Rh probe ABPP; Acyl-protein thioesterase 1 (Homo sapiens), O75608; 320,000 compounds, 0.16% hits; inhibition, % at 5.9 µM; recombinant LYPLA1; AID 2174, 2009;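 active = inhibition above the mean of all tested compounds plus 3 SD, set per campaign, cut at about 14% in these data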;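 note: inhibitors block serine hydrolase probe labeling of LYPLA1 so polarization falls; 0% = enzyme with DMSO and 100% = wells lacking LYPLA1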
# EBNA-1 inh = EBNA-1 DNA-binding inhibitors, primary screen, biochemical, fluorescence polarization. inhibition, % at 14.8 µM. 300,000 compounds, 0.34% hits; in the data active = inhibition above about 28%
# PAFAH1B3 FP inh = PAFAH1B3 enzyme inhibitors, primary screen, biochemical, fluorescence polarization, human. Platelet-activating factor acetylhydrolase IB subunit alpha1 (Homo sapiens), Q15102. recombinant PAFAH1B3, FP-rhodamine probe. inhibition, % at 3.39 µM. 340,000 compounds, 0.28% hits. AID 492972, 2010;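 active = inhibition above the screen-wide average of all tested compounds plus 3 SD, cut at about 25% in these data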;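 note: 0% = enzyme with DMSO only and 100% = wells lacking PAFAH1B3 protein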
# pPAFAH FP inh = pPAFAH enzyme inhibitors, primary screen, biochemical, fluorescence polarization, human. Platelet-activating factor acetylhydrolase (Homo sapiens), Q13093. recombinant pPAFAH, FP-rhodamine probe fluorescence polarization. inhibition, % at 3.39 µM. 330,000 compounds, 1.5% hits;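 active = inhibition above the mean inhibition across the screen plus 3 SD, cut at about 25% in these data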;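 note: inhibitors block binding of the rhodamine activity-based probe so polarization drops; 0% = enzyme with DMSO and 100% = wells lacking pPAFAH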
# Target sequence (Q13093 whole entry, looked up): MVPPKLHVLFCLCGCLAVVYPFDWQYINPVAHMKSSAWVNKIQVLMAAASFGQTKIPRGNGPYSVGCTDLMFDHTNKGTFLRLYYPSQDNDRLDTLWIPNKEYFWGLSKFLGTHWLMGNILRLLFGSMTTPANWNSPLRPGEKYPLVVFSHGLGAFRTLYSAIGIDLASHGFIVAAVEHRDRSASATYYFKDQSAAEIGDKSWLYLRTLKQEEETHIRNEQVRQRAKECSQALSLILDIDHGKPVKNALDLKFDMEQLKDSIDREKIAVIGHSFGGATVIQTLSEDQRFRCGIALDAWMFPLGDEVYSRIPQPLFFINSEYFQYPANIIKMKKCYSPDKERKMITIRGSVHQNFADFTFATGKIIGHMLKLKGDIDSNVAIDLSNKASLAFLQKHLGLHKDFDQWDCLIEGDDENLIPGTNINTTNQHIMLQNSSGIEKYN
# PAFAH2 inh = PAFAH2 enzyme inhibitors, primary screen, biochemical, fluorescence polarization, human. recombinant PAFAH2, FP-rhodamine activity probe. 340,000 compounds, 0.99% hits. inhibition, % at 3.39 µM;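 active = inhibition above the mean over all tested compounds plus 3 SD, cut at about 30% in these data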;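 note: inhibitors block probe labeling of enzyme so polarization drops; 0% = enzyme with DMSO and 100% = wells lacking PAFAH2 protein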
# ZTA DNA inh = blocks Epstein-Barr virus ZTA, an EBNA-1 counter-screen; ZTA-DNA binding, fluorescence polarization; 320,000 compounds, 0.15% hits; inhibition, % at 11 µM; AID 2234; in the data active = inhibition above about 33%
# Target sequence (P03206 whole entry, looked up): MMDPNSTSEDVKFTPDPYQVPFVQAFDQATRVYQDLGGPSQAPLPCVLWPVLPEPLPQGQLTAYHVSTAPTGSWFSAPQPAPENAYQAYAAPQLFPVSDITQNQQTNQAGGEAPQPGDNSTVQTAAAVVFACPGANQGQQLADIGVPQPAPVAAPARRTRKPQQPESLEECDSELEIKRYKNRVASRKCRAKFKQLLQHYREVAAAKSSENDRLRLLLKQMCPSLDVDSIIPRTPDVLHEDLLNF
# PREPL inh = PREPL enzyme inhibitors, primary screen, biochemical, fluorescence polarization; Prolyl endopeptidase-like (Homo sapiens), Q4J6C6; 320,000 compounds, 0.68% hits; inhibition, % at 5.96 µM; recombinant PREPL, fluorescence polarization activity-based probe; in the data active = inhibition above about 43%;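 note: 0% = enzyme with DMSO and 100% = wells lacking enzyme; many of its hits are not listed in these tables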
# LYPLA2 counter = LYPLA2 inhibitors, primary screen, counter-screen for PME1 inhibitor project, biochemical, fluorescence polarization, FP-Rh probe ABPP. 320,000 compounds, 0.38% hits. Acyl-protein thioesterase 2 (Homo sapiens), O95372. recombinant LYPLA2. inhibition, % at 5.9 µM;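 active = inhibition above the screen-wide mean plus 3 SD, limit set per campaign, cut at about 26% in these data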;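 note: 0% = LYPLA2 with DMSO and 100% = wells lacking LYPLA2 enzyme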
# Target sequence (O95372 whole entry, looked up): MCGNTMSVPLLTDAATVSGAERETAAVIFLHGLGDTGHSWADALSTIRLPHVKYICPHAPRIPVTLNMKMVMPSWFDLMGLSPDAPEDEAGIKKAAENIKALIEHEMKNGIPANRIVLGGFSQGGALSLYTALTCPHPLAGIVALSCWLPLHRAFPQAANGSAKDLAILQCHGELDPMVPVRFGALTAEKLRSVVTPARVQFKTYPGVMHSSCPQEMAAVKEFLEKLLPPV
# PAFAH1B2 FP inh = PAFAH1B2 enzyme inhibitors, primary screen, biochemical, fluorescence polarization, human; Platelet-activating factor acetylhydrolase IB subunit alpha2 (Homo sapiens), P68402; 340,000 compounds, 1.2% hits; inhibition, % at 3.39 µM; recombinant PAFAH1B2, FP-rhodamine activity probe;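 active = inhibition above the mean of all tested compounds plus 3 SD, cut at about 24% in these data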;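 note: 0% = enzyme with DMSO and 100% = wells lacking PAFAH1B2; many of its hits are not listed in these tables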
# The depositor's hits bear a star; . = not tested or not shown; & = joins results of further samples.
# Every second line gives: LYPLA1 counter	EBNA-1 inh	PAFAH1B3 FP inh	pPAFAH FP inh	PAFAH2 inh	ZTA DNA inh	PREPL inh	LYPLA2 counter	PAFAH1B2 FP inh
> Cn1c(=O)c2c(nc(N3CCNCC3)n2Cc2cccc3ccccc23)n(C)c1=O
  -4	-1	4	-1	0	-12	37	0	-2
> CC(C)[C@H](Nc1nc(-c2ccccc2)nc2c1oc1ccccc12)C(=O)O
  1	5	7	1	3	12	4	-2	3
> COc1ccccc1NCC(=O)NNC(C)C(=O)Nc1cccc(Cl)c1 (configuration not stated)
  4	10	-2	-2	-1	5	1	0	6
> COc1cccc(COC(=O)C2CCN(S(=O)(=O)c3ccc(C)cc3C)CC2)c1OC
  -1	-13	-2	14	3	-15	3	1	-2
> CC(Nc1cc(N2CCCC2)ccc1[N+](=O)[O-])c1ccccc1 (configuration not stated)
  3	0	5	2	1	1	1	1	21
> CCOC(=O)c1c(-c2ccccc2)csc1NC(=O)CSc1nnc(C)s1
  -4	7	8	10	4	6	-15	-4	4
> Cc1nc2nc(C)c(CCC(=O)Nc3ccc4c(c3)OCO4)c(C)n2n1
  4	-2	10	5	1	6	8	9	-4
> CCN(CC)CCNC(=O)c1ccc(NC(C)=O)cc1
  -2&-3	5&-7	-3&3	2&-8	-5&-4	-14&4	-8&-1	0&-1	-3&2
> Cc1ccc(CCn2c3c(c4ccccc42)CN(C)CC3)cn1
  -4	-5	3	1	1	-3	36	1	3
> O=C(COC(=O)c1ccc(O)cc1)Nc1ccccc1-c1ccccc1
  1	-1	9	6	46*	8	3	-8	7
> COc1ccc(S(=O)(=O)NC2CC(C)(C)NC(C)(C)C2)cc1C(C)C
  -1	-6	9	-5	1	-7	-5	0	-6
> C=CCN(c1nc(C)cc(OC)n1)S(=O)(=O)c1ccccc1
  4	-6	-2	4	-5	-10	0	3	9
> COc1ccc(NC(=O)CN2CCN(Cc3ccccc3)CC2)cc1
  -4	-9	6	1	3	7	1	-5	9
> COc1ccccc1CNC(=O)Cn1nnnc1CN(C)C(C)C
  -3	-2	3	3	-1	18	-3	-7	-1
> COC(=O)[C@H](CCSC)NC(=O)NCc1ccccn1
  -1	-1	2	-1	2	8	2	6	-2
> CCOc1ccc(N(CC(=O)Nc2ccccc2C(=O)N2CCOCC2)S(=O)(=O)c2ccc(F)cc2)cc1
  3	15	1	5	6	-1	-1	5	-7
> O=C(Nc1ccc2oc(-c3ccccc3)nc2c1)c1cccs1
  -6	17	1	0	-2	-3	-1	1	-1
> O=C(CC(c1ccco1)S(=O)(=O)c1ccccc1)c1ccccc1 (configuration not stated)
  0	-12	5	2	3	3	6	1	1
> C[C@H](NC(=O)OC(C)(C)C)C(=O)N/N=C/c1ccc2nccnc2c1
  3	3	.	2	.	10	-1	0	.
> O=C(O)c1ccc(CNc2ccccc2C(=O)O)cc1
  -1	-4	1	-4	-2	-4	10	-3	1
> Cc1c(NC(=S)N/N=C/c2ccc(N(C)C)cc2)c(=O)n(-c2ccccc2)n1C
  1	-9	1	6	-2	5	7	11	0
> CCc1ccc(C(=O)Nn2cnc3ccccc3c2=O)cc1
  2	-6	7	-2	4	6	-3	18	5
> CC(=O)NN1C(=O)/C(=C\c2ccccc2)SC1=S
  -1	-6	9	6	18	-6	-4	5	14
> Cc1ccc(-c2cc(C(F)F)nc(NCc3cccnc3)n2)cc1
  -5	-2	1	26*	-14	-5	-50	-4	2
> Cc1cccc(C)c1NC1=NCCCCC1
  6	-3	1	4	-1	-23	-7	2	2
> Nc1nc(SCC(=O)NCc2ccccc2)n[nH]1
  -2	-5	1	1	-4	10	8	-5	13
> COc1ccc(NS(=O)(=O)c2ccc(Cl)c(NC(=O)c3ccccc3F)c2)cc1
  .	.	1	7	1	.	5	.	-2
> CCOc1cc(/C=C2/C(=N)N3C(=NC2=O)SN=C3S(=O)(=O)C(C)C)ccc1OC(=O)c1ccco1
  -5	12	9	-1	-8	16	36	-5	0
> CN(C)CCNC(=O)Cc1ccc([N+](=O)[O-])cc1
  -3	10	5	1	-3	-1	12	-1	0
> COc1ccc(-c2csc(NC(=O)c3ccccc3OC)c2C(=O)O)cc1OC
  1	-8	13	8	11	-11	14	6	5
> O=C(N/N=C/c1ccc(O)cc1)c1cncc(Br)c1
  -2	6	9	0	1	-8	-3	-3	4
> CC(C)[C@@H](C(=O)N1CCN(Cc2ccc3c(c2)OCO3)CC1)n1nnc2ccccc2c1=O
  1	8	1	2	5	15	37	8	-3
> COc1ccc(C(CCN2CCCC(C)C2)c2c(OC)cc(OC)c3c(-c4ccccc4)cc(=O)oc23)cc1 (configuration not stated)
  1	-7	8	1	5	-6	5	2	1
> NC[C@@]12CCCC1C1CCC2C1 (some centres not stated)
  6	11	.	7	.	2	-9	11	.
> CCOc1cc(-c2conc2N)cc(OCC)c1OCC
  -1	9	6	1	0	-4	6	1	-7
> CCCCOc1ccc(C2/C(=C(/O)c3ccc4c(c3)CC(C)O4)C(=O)C(=O)N2CCCN2CCOCC2)cc1OC (configuration not stated)
  -1	1	-2	7	5	-5	15	5	0
> OC[C@H]1O[C@@H](Oc2ccc3cc(Br)ccc3c2)[C@H](O)[C@@H](O)[C@H]1O
  0	.	11	-2	5	6	-9	1	4
> Cc1ccc(CNC(=O)CN(C)C2=NS(=O)(=O)c3ccccc32)cc1
  4	.	-1	1	-4	8	-1	3	-5
> O/N=C/c1cc(Cl)ccc1OCc1cccc2ccccc12
  -15	-1	.	-10	.	-5	23	-29	.
> COc1ccc2nc(SCc3cccnc3)c(C#N)cc2c1
  -1	1	5	4	6	4	0	2	4
> CC1(c2ccccc2)CC(C)(C)N2C(=O)C(=O)c3cccc1c32 (configuration not stated)
  0	1	12	7	-3	-3	6	-4	0
> CCc1cc(Cn2nc(-c3ccccc3)cc2C(=O)NCc2ccccc2OC)on1
  -15	2	3	-8	-8	12	11	-25	0
> Fc1ccc(-[n+]2nc(Nc3ccccc3)sc2-c2ccc(OCc3ccccc3)cc2)cc1
  -4	13	6	3	4	9	24	-6	6
> CCOC(=O)c1cnc2ccc(C)cc2c1Sc1ccc(F)cc1
  0	0	5	3	1	-8	-3	9	0
> COc1ccc(OC)c(NC(=O)C2CC(=O)N(CCc3ccccc3)C2)c1 (configuration not stated)
  3	7	4	6	3	14	0	-1	3
> O=C(O)/C=C/C(=O)NCCc1ccc(Cl)cc1
  5	-6	4	-1	-7	-4	3	-1	13
> CC(=O)OC1=C(O)C(=O)c2ccccc2C1=O
  -1	-1	.	4	.	9	6	3	.
> O=S(=O)(Nc1cccc2cccnc12)c1ccc(S(=O)(=O)N2CCCC2)cc1
  -5	0	7	4	10	-17	6	1	3
> CCN1C(=O)/C(=C\c2ccc(F)cc2)N=C1SCC(=O)NCc1ccco1
  1	3	0	5	3	4	-10	0	-5
> Cc1ccc(S(=O)(=O)N(OCc2ccccc2)C(C)C(=O)O)cc1 (configuration not stated)
  -1	8	.	4	.	5	1	4	.

# Additional entries follow.
# Every second line gives: LYPLA1 counter	EBNA-1 inh	PAFAH1B3 FP inh	pPAFAH FP inh	PAFAH2 inh	ZTA DNA inh	PREPL inh	LYPLA2 counter	PAFAH1B2 FP inh
> CC(=O)Nc1cccc(NC(=O)c2c(-c3ccccc3Cl)noc2C)c1
  -2	10	6	5	-1	-1	9	-4	4
> COc1ccc(N2C(=O)CC(NNC(=O)c3cccnc3)C2=O)cc1 (configuration not stated)
  -4	8	4	3	6	11	-5	-8	6
> CCCCc1ccc(NC(=S)NCCN2CCOCC2)cc1
  0	4	3	3	2	-9	5	1	4
> Cc1cc(C)nc(SCC(=O)Nc2ncc(Cc3cccc(Cl)c3)s2)n1
  1	-10	-1	4	-6	-12	-16	-1	0
> N/C(=N\NC(=O)c1cccc(F)c1)c1cc2ccccc2oc1=O
  0	-10	10	-3	-5	2	1	-6	1
> Cc1ccc2nsnc2c1NC(=O)c1cccnc1Cl
  4	-4	-12	6	2	-11	3	10	2
> COc1cc(SC#N)ccc1N=Cc1c(C)[nH]n(-c2ccc(C)c(C)c2)c1=O
  0	2	1	17	8	-1	5	4	-4
> Clc1ccccc1OCCn1nnc2ccccc21
  1	6	9	3	-5	5	-17	-4	2
> O=C(O)C(C(=O)O)=C1C2CC3CC(C2)CC1C3
  -1	0	7	2	9	13	1	1	6
> COc1ccc(OC)c(C(=O)COC(=O)CNC(=O)c2ccccc2)c1
  1	0	-4	-2	-2	1	-5	0	-1
> CCc1ccccc1NC(=O)CSc1nnc(C2CC2)n1CC1CCCO1 (configuration not stated)
  -4	-12	12	-4	3	9	-4	-4	0
> Cn1c(=O)c(/C=C/c2ccccc2)nc2ccccc21
  -4	1	8	-3	3	-1	-2	-8	1
> CCc1nnc(NC(=O)CSc2nnc(CSc3nc(C)cc(C)n3)o2)s1
  0	2	-7	4	-2	-4	2	3	3
> O=C1CCC/C(=N\NC(=O)NC2CCCCC2)C1
  -1	-4	3	-6	2	4	16	-2	3
> O=C(COC(=O)CC1CCCC1)Nc1ccc(Cl)cn1
  -2	.	-6	19	50*	-16	2	1	1
> COC(=O)C1=CN(C(C)C)C=C(C(=O)OC)C1c1cc2c(cc1Br)OCO2
  -3	-12	-3	6	-7	-9	5	3	5
> Oc1cccc(/C=N/Nc2nn3cnnc3c3ccccc23)c1
  -1	2	15	-5	11	4	26	-5	6
> COc1ccccc1CNC(=O)CS(=O)(=O)c1ccc(C)cc1
  -1	2	3	7	4	8	-2	0	3
> O=C(CCl)Nc1ccccc1Sc1ccc(Cl)cc1
  0	-1	8	2	-1	-7	-4	8	9
> CCOC(=O)c1c(/N=C/N(C)C)sc(/C=N/Nc2ccccc2)c1-c1ccccc1
  7	-14	0	9	3	-26	4	4	0
> O=C(Nc1ccccc1F)c1ccc(CN2CCN(c3ccccc3)CC2)cc1
  -5	-4	6	-5	6	3	7	16	0
> CC1CCN(CCCNC(=O)COc2cc(=O)n(C)c3ccccc23)CC1
  -3	8	-6	2	-5	6	6	1	8
> CC(=O)c1cccc(N(C(=O)c2ccco2)C(C(=O)NC2CCCC2)c2ccc(N3CCOCC3)cc2)c1 (configuration not stated)
  -1	3	5	1	8	2	3	-6	6
> Cc1ccc(N(C(=O)CNC(=O)c2ccco2)C(C(=O)NC2CCCCC2)c2cccnc2)cc1C (configuration not stated)
  0	12	-2	4	2	11	0	4	3
> Cc1ccc(C)c(N2CC(O)(c3cccs3)[N+]3=C2CCCC3)c1 (configuration not stated)
  0	7	6	-1	8	8	10	3	-4
> Cc1onc(-c2ccccc2)c1C(=O)NC(C)c1ccc2c(c1)OCO2 (configuration not stated)
  -3	1	-3	-6	1	7	7	-2	8
> COc1cccc(/C=N/NC(=S)NC2CC3CCC2C3)c1OC (configuration not stated)
  -1	1	-1	3	22	4	11	-1	6
> O=S(=O)(Nc1cccc2ncccc12)c1cccs1
  1	-17	6	9	14	-8	-15	-3	5
> CCOc1ccc(OCC)c(NC(=O)CSc2nnnn2CC)c1
  -2	-1	3	0	3	-4	4	-3	-3
> C=CCNC(=S)N/N=C/c1cccc([N+](=O)[O-])c1
  -1	7	13	0	-4	10	-1	3	1
> COC(=O)c1ccc2c(=O)[nH]c(CSc3nc(-c4ccc(F)cc4)cs3)nc2c1
  0	60*	3	1	-16	-17	-13	-1	-5

# Screening data (PubChem BioAssay)

# Some of the compounds tested; count on the stated rates, not on these rows.
